# CXXC DNA block: MLL CXXC-DNA interaction inhibition | Q03164 | MLL-CXXC / FITC-HOXA9 DNA fluorescence polarization | Potency, µM (doses to about 115 µM), without a hit: at the top dose activity change, negative = inhibition, hits mostly inhibitors | AID 2662 | 290,000 compounds, 0.037% hits; active means well fitted inhibition curve with a large enough effect in the polarisation, with a control signal flat, not every such curve was filed as active; inconclusive means small, poorly fitted or top-dose-only effect, or effect the other way, or a change in a side signal; inactive means no such curve, though single readings can be large or run the other way; the % refers to the polarisation; further: potency means the concentration at half of the fitted maximal effect
#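 Fluorescence polarization: 7 uM MLL-CXXC (stock) preincubated 5 min with compounds, then 50 nM fluorescein-HOX-A9 DNA (stock) added; 30 min ambient. Buffer 50 mM Tris-HCl pH 7.5, 50 mM NaCl, 1 mM DTT, 0.05% BSA.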
# FBPA coupling cs: inhibits coupling enzyme system, counter-screen for aldolase hits | coupling enzyme system counterscreen, AmpLite Red fluorescence | activity change, negative = inhibition, % at 58.2 µM, hits read low | 290,000 compounds, 0.67% hits | AID 2472; in the data active means activity change below about -30%; further: on the % scale 0 is the no-effect control and ±100 the full control effect
#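 Coupling enzymes only (glyceraldehyde-3-phosphate) + compound, at 57.5 uM final, 10 min RT; add substrate/coupling/AmpLite Red mix, 20 min RT; fluorescence ex 525/em 598 nm. Actives flag coupling-system interference.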
# PKM2 activator: PKM2 (human) enzyme activation; P14618; purified PKM2, Kinase-Glo ATP luminescence, activation; response scale: 0% is enzyme alone, no compound; Potency, µM (doses to about 57.5 µM), without a hit: top-dose activation, usual class: activators; 260,000 compounds, 0.34% hits; AID 1631; further: potency means the concentration at half of the fitted maximal effect; on the % scale 0 is the no-effect control and ±100 the full control effect; nearly all actives have a fitted effect of over 55% in size
#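 hPK-M2, >95% pure; 0.1 mM ADP / 0.5 mM PEP final; imidazole pH7.2 buffer w/ 7 mM MgCl2, 50 mM KCl; 1 h RT; Kinase-Glo lum. Intermediate enzyme activity for dual inhibitor/activator qHTS.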
# KCNH2 3.1 block: KCNH2 3.1 (human) potassium channel inhibition | U2OS KCNH2 3.1, thallium flux FluxOr; hits give low values | activity change, % (tested at about 1.8 µM) | 340,000 compounds, 0.95% hits;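 active means maximum activity change below -70%; inconclusive means maximum activity change from -70% to -50%; inactive means maximum activity change above -50%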;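 further: thallium influx rate constant from kinetic fluorescence after stimulation buffer; on the % scale 0 is the no-effect control and ±100 the full control effect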
#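 FluxOr-based Tl+ influx in U2OS cells transduced with KCNH2 3.1 virus; rate constants normalized to DMSO controls.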
# GALK inhibitor: blocks human galactokinase activity; Purified GALK, Kinase-Glo residual ATP luminescence; AID 1868; P51570; 270,000 compounds, 0.007% hits; Potency, µM (titrated, usually from 57.5 µM), inactives show at the top dose activity change, negative = inhibition, usual class: inhibitors; further: potency means the concentration at half of the fitted maximal effect; on the % scale 0 is the no-effect control and ±100 the full control effect
#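 Luminescence from leftover ATP (Ultra-Glo luciferase/luciferin) served as read-out after a 1 h room-temperature reaction of 5 nM GALK with 35 uM ATP and 100 uM galactose.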
# USP2a inh: USP2a (human) protease inhibition; 330,000 compounds, 0.01% hits; Potency, µM (highest dose often 38.3 µM), without a hit: top-dose activity change, negative = inhibition, most hits filed as inhibitors; AID 463254; USP2 core, Ub-CHOP2 coupled fluorogenic reporter, 485/531; O75604;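 further: potency means the concentration at half of the fitted maximal effect; plate controls were DMSO wells for no effect and full inhibition by NEM control for full effect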
#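 Cell-free coupled assay: 10nM USP2 core preincubated 30min RT with compound in Tris-HCl pH 8.0/CaCl2/CHAPS buffer, then 25nM Ub-CHOP2 and 25nM reporter substrate; fluorescence (Ex 485/Em 531) read after 60min RT, normalized to NEM inhibition, concentration-response curves fitted.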
# TRPV1 agonist: agonists of human vanilloid receptor 1 (TRPV1); TRPV1-expressing cells, Fluo-8 calcium influx, agonist mode; activation, % at 8.33 µM; 320,000 compounds, 0.19% hits; AID 540275; in the data active means activation above about 80%; inconclusive means between about 30% and that limit; further: 0% is about no effect
# Target sequence (Q8NER1 whole entry, looked up): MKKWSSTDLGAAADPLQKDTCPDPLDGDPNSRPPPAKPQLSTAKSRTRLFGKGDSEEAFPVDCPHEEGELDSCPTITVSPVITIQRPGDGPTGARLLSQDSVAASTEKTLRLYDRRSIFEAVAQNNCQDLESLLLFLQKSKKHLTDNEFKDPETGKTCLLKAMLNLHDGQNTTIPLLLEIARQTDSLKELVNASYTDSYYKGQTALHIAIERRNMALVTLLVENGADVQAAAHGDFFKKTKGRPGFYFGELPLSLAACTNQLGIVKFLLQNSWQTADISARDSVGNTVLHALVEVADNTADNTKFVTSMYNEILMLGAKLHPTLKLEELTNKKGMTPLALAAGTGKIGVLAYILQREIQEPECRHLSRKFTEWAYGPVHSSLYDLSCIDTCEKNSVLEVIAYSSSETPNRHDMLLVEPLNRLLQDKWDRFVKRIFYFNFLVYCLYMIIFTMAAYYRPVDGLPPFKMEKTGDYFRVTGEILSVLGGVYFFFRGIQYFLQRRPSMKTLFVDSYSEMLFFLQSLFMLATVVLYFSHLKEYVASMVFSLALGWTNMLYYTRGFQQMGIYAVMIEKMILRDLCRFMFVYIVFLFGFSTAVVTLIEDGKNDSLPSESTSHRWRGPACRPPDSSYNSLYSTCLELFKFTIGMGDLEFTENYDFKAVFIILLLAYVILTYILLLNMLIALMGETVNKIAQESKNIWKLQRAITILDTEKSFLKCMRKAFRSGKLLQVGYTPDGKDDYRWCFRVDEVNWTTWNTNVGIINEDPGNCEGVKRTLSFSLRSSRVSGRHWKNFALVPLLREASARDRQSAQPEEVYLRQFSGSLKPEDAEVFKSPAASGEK
#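 Cells expressing TRPV1 were dye-loaded with Fluo-8 and read kinetically: 10 s baseline, 3 min after compound (agonist portion), then 2 min after EC20 capsaicin (allosteric enhancer portion). Calcium-bound dye fluorescence at 480/520 nm.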
# Giardia kill: Giardia lamblia killing; Giardia lamblia trophozoite viability; activity change, % at 7.66 µM, hits read low; 340,000 compounds, 0.15% hits; AID 540267; in the data active means activity change below about -80%; inconclusive means between about -30% and that limit;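 further: parasites exposed to compound for two days anaerobically before the ATP read; on the % scale 0 is the no-effect control and ±100 the full control effect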
#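 Media and compound were dispensed first, then trophozoites at 100 cells/well; plates sat 48 hrs at 37 deg C without oxygen before ATP luminescence reagent was added and read after 15-30 min at room temperature.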
# KCNH2 WT inh: blocks the wildtype human KCNH2 potassium channel; Q12809; activity change, % at 1.84 µM; 340,000 compounds, 0.37% hits; U2OS, BacMam KCNH2, thallium flux FluxOr; hits give low values;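 active means maximum activity change below -70%; inconclusive means maximum activity change between -70% and -50%; inactive means maximum activity change above -50%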; further: on the % scale 0 is the no-effect control and ±100 the full control effect
#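 U2OS cells were transduced with wild-type KCNH2 virus (2.03 x 10^8 / mL) for 4 h at room temperature, then cultured overnight at 37 C. Thallium flux was read with FluxOr dye. Rate constants were normalized to DMSO controls.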
# B2AR arrestin: beta2AR (human) beta-arrestin recruitment activity | P07550 | beta-arrestin recruitment to beta2AR, cell-based reporter | Potency, µM (highest dose often 46.1 µM), without a hit: top-dose activation, most hits filed as activators | 330,000 compounds, 0.02% hits;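 further: potency means the concentration at half of the fitted maximal effect; 0% = DMSO controls and full agonism = EC100 isoproterenol or metaproterenol; nearly all actives have a fitted effect of over 65% in size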
# Menin-MLL TR inh: inhibitors of human menin-MLL interaction, mutant MLL peptide | Menin + Texas Red MLL mutant peptide, fluorescence polarization | Potency, µM (highest dose often 61.6 µM), inactives show top-dose FP activity change, negative = inhibition, most hits filed as inhibitors | 270,000 compounds, 0.23% hits | O00255 | AID 1768; active means well fitted inhibition curve with a large enough effect in the polarisation, with a control signal flat, not every such curve was filed as active; inconclusive means small, poorly fitted or top-dose-only effect, or effect the other way, or a change in a side signal; inactive means no such curve, though single readings can be large or run the other way; the % refers to the polarisation; further: potency means the concentration at half of the fitted maximal effect; % of control where 0% means no effect; many of its hits are not listed in these tables
# An asterisk follows results filed as active; i = inactive; ? = inconclusive; . = not tested or not shown; & = joins results of further samples; [ ] = remark or other dose. Unless noted, the call rests on the fitted dose curve; in most records, active means well fitted curve in the direction sought with a large enough effect; inconclusive means small, poorly fitted or top-dose-only effect, or another doubt; inactive means no such curve, though single readings can be large; an effect the other way counts as inactive or inconclusive. Not all compounds are listed; rates above refer to the full screens.
SMILES,CXXC DNA block,FBPA coupling cs,PKM2 activator,KCNH2 3.1 block,GALK inhibitor,USP2a inh,TRPV1 agonist,Giardia kill,KCNH2 WT inh,B2AR arrestin,Menin-MLL TR inh
COc1ccc(NS(=O)(=O)c2cccc(NC(=O)C3=NN(c4ccccc4)C(=O)CC3)c2)cc1,1%,-8,.,-1,7%,2%,9,7,3,-0.3%,-10%
Nc1cccnc1Oc1ccc(F)cc1F,10%,-1,1%,15,1%,1%,-1,-1,-1,-0.9%,.
N#Cc1cccc(NC(=O)COC(=O)CCc2ccc(S(=O)(=O)N3CCOCC3)cc2)c1,.,.,.,-1,.,-1%,2,-5,5,-0.3%,.
COc1cccc(CN2CCN(c3nc4nonc4nc3N3CCCCC3)CC2=O)c1,5%,4,-3%,7,1%,0%,13,-3,-7,5.3%,2%
CS(=O)(=O)N1CC(C(=O)NC2CCCC2)Oc2ccc(Cl)cc21 (stereo not given),2%,0,1%,-9,2%,1%,7,2,-5,0.6%,-12%
CCOc1ccc(S(=O)(=O)N(CC)CC(=O)NCc2ccncc2)cc1,27%,2,.,3,-1%,4%,-2,-4,8,-0.2%,9%
O=C(CNC(=O)c1ccc2ccccc2c1)Nc1ncccc1O,.,.,.,-9,.,1%,8,0,0,-0.1%,.
Cc1ccc2c(CC(=O)N3CCN(S(=O)(=O)c4cccs4)CC3)coc2c1,14%,3,14%,.,-4%,2%,23,1,7,-0.1%,.
CCCN(C(=O)c1c(-c2ccccc2)noc1C)c1c(N)n(Cc2ccccc2)c(=O)[nH]c1=O,.,.,.,17,.,2%,-8,-9,-11,-0.4%,.
CN(Cc1cc2cc(F)ccc2[nH]1)Cc1nc(-c2cnccn2)no1,-3%,3,-2%,7,0%,4%,2,-8,-11,0.1%,11%
Cn1c(SCC(=O)NCCc2ccccc2)ncc(C(=O)Nc2ccccc2)c1=O,.,.,.,11,.,1%,-3,-6,25,-0.1%,.
COc1ccc(NC(=O)Nc2ccccc2SC)c(OC)c1,-1%,-3,1%,2,0%,0%,0,2,1,0.3%,?
C=CCN(C(=O)CSc1nc2[nH]ncc2c(=O)n1-c1ccccc1OC)c1ccccc1,44%[activator],1,-1%,11,-1%,10%,4,6,-1,-0.2%,15%
Cc1ccc(S(=O)(=O)N2CCN(C(=O)c3ccc(N4CCCC4)c([N+](=O)[O-])c3)CC2)cc1,31%[activator],.,-1%,.,5%,0%,-3,11,11,-0.4%,.
CC1CCN(C(=O)c2ccc3c(c2)NC(=O)/C(=C/c2ccccc2)S3)CC1,7%,3,.,-2,6%,-2%,-1,-3,-4,0.2%,13%
CSc1ccc(CN2C(=O)NC3(CCCCCC3)C2=O)cc1,0%,0,9%,0,-3%,3%,10,4,1,-0.2%,-5%
CSc1ccccc1OCc1cc(C(=O)N(C)CC2COCCO2)no1 (stereo not given),5%,.,7%,-15,-2%,2%,10,-14,3,-0.6%,.
CNC(=S)N(C)c1ccccc1,-3%,3,-22%,-2,3%,3%,-7,9,7,-0.7%,3%
CCOc1ccc(S(=O)(=O)NCCC(=O)OCC(=O)N2CC(=O)Nc3ccccc32)cc1,2%,-4,13%,-15,1%,2%,2,-3,.,-0.1%,7%
O=C(Cc1ccc(Cl)cc1)Nc1ccc(NC(=O)c2ccccc2)cc1,4%,2,-8%,13,1%,2%,3,-7,-28,-1.5%,10µM*
NC1=NS(=O)(=O)NC1c1ccc(F)cc1 (stereo not given),7%,0,-1%,-5,0%,-1%,-3,8,-6,0.2%,-10%
O=C(COc1ccccc1)Nc1nnc(S(=O)(=O)N2CCCCCC2)s1,2%,-1,-6%,-15,.,3%,5,-5,1,-0.8%,-1%
COc1ccccc1C1CCN(c2ccc(CO)cc2[N+](=O)[O-])CC1,-6%,-1,-4%,-7,9%,2%,15,-29,-14,4.3%,.
N#Cc1nc(N)nc(N(c2ccccc2)c2ccccc2)n1,3%,1,1%,9,-5%,1%,-3,-17&-10,-6,0.0%,11%
CNC(=S)N1CCN(C(=O)C2CCCO2)CC1 (stereo not given),4%,-1,5%,-2,0%,-2%,-1,?,6,-0.5%,1%
CCC1=C2CC[C@H]3C(=O)N(C)C(=O)[C@H]3[C@H]2[C@@]2(Cc3ccccc3)C(=NCCOC)OC(=O)N2C1=O,9%,4&-2,-2%&-2%,-18,0%,-10%,-2,-5,2,-0.8%,11%
CC(CN1CCOCC1)OC(=O)c1ccc(Br)cc1 (stereo not given),-12%,-6,-7%,15,.,5%,-3,7,6,?,17%
O=C(OCCN1CCN(C2=NS(=O)(=O)c3ccccc32)CC1)c1cccc(Br)c1,9%,.,5%,.,-4%,2%,1,-1,15,-0.5%,.
COc1ccccc1C(=O)C1CCCN(C(=O)c2ccccn2)C1 (stereo not given),-5%,1,3%,20,-3%,10%,2,2,7,5.2%,1%
CCCCC[C@]12Cc3cc(OC)c(OC)cc3C(O1)c1c(cc(C)n(-c3ccccc3)c1=O)O2,-4%[23 µM],-9,1%[11.5 µM],.,.,-1%[7.66 µM],i,.,.,0.2%[9.22 µM],-7%[11.7 µM]
O=C1c2ccccc2-c2c1cccc2C(=O)N(CCO)CCO,-3%,2,7%,7,-1%,0%,0,2,1,0.2%,10%
Cc1cccc(NC(=O)C2C(c3ccccc3)C2(Cl)Cl)c1C (stereo not given),11%,4,7%,-23,-4%,2%,?,4,2,1.0%,16%
CCn1c(CCC(=O)O)nc2cc(S(=O)(=O)N(C)C)ccc21,0%,6,-1%,-3,13%,0%,0,9,6,0.2%,4%
Cc1cc(=O)oc2cc(OC(=O)CCN3C(=O)c4ccccc4C3=O)ccc12,3%,5,4%,10,-4%,-8%,-1,-5,2,-0.1%,?
CCOc1ccc(C(=O)NCC(=O)OCC(=O)Nc2ccc(C)c(S(=O)(=O)N(C)C)c2)cc1,-4%,3,7%,-1,15%,0%,15,-11,-7,0.3%,-19%
CC(=O)Nc1cccc(NS(=O)(=O)c2cccc3nsnc23)c1,-2%,-2,17%,-3,0%,-3%,-2,-25,-4,0.2%,10%
COCCN(C(=O)COC(=O)c1ccc(C)o1)c1c(N)n(Cc2ccccc2)c(=O)[nH]c1=O,.,.,.,-34,.,-1%,1,6,-3,-0.4%,.
Cc1ccc(OCC(=O)NNC(=O)C2CCN(c3ncnc4sc(C)c(C)c34)CC2)cc1,.,.,.,-15,.,3%,-5,17,-9,0.2%,.
O=[N+]([O-])c1ccc(/C=N/N2CCCCC2)cc1,-6%,4,.,-3,-2%,-10%,-3,-13,-4,0.5%,-14%
CCOC(=O)c1c(-c2ccc(C)cc2)csc1NC(=O)C1CCCO1 (stereo not given),0%,0,-8%,-10,-1%,-1%,17,9,7,3.8%,-6%
Cc1cc(C)c(NC(=O)CCCC(=O)O)c(Cl)c1,5%,2,-2%,10,-3%,3%,-1,4,0,0.1%,.
COc1cc(/C=N/Nc2ccccn2)ccc1O,-11%,1,-3%,-32,1%,-1%,-4,-6,2,0.1%,.
COc1ncnc(OC)c1S(=O)(=O)Nc1ccc(C(F)(F)F)cc1,3%,-1,.,1,5%,2%,-2,36[activator],-2,0.3%,-16%
c1ccc(Cn2c(-c3ccco3)nc3nc4ccccc4nc32)cc1,-2%,-6,-5%,-14,15%,0%,22,-16,10,-0.1%,11%
CCC(C)n1c(S(=O)(=O)O)nc2ccccc21 (stereo not given),-4%,-3,-4%,-12,1%,1%,0,9,-184*,0.1%,1%
CCOc1ccc(Nc2nc(N)c([N+](=O)[O-])c(NCc3ccccc3)n2)cc1,5%,1,1%,-18,6%,3%,.,-19,-5,0.2%,.
Cn1nc(-c2ccccc2)cc1NS(=O)(=O)c1ccc(C#N)cc1,-1%,15,2%,7,-2%,5%,0,16,6,-0.1%,.
CCOC(=O)c1ccc(N(CC(=O)NC2CCCCC2)C(=O)CNC(=O)c2ccco2)cc1,1%,0,-1%,-3,0%,0%,1,-2,6,-0.1%,-2%
CC(C)Oc1ccc(C(=O)/C(=C\c2cccs2)c2nc3ccccc3o2)cc1,0%,0,7%,-30,.,-2%,10,-22,-10,-1.2%,-17%
COc1cccc(CN(C)C(=O)C23CC4CC(CC(NC(C)=O)(C4)C2)C3)c1OC,8%,.,3%,-15,-1%,2%,-1,23,4,0.0%,.
O=C(Nc1ncccc1O)c1ccc2ccccc2c1,-3%,.,2%,-6,-2%,0%,-2,-22,-9,0.4%,.
COc1ccc(N(CC2CO2)S(=O)(=O)c2ccccc2)cc1 (stereo not given),-6%,6,-3%,0,3%,3%,3,0,-4,-1.2%,-1%

# Screening data: PubChem BioAssay, National Center for Advancing Translational Sciences (NCATS)
